Bioassay records from PubChem.
FEN1 inhibitor: inhibitors of human flap endonuclease 1; P39748; Recombinant FEN1 flap cleavage, fluorescence, 15 min; Potency, µM (doses to about 114 µM), for inactives: at the highest dose activity change, negative = inhibition, usual class: inhibitors; actives 0.35% (n = 390,000); AID 588795; also: nearly all actives have a fitted effect of over 65% in size
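Potency values derive from four-parameter Hill fits of normalized qHTS data. The reaction used 10 nM FEN1 preincubated 15 min at room temperature with compound, then 50 nM DNA substrate, read at 0 and 15 min.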
KAT2A inh: GCN5L2 (KAT2A) acetyltransferase inhibition. Q92830. Potency, µM (doses to about 58.9 µM), inactives show at the highest dose activity change, negative = inhibition, usual class: inhibitors. actives 0.21% (n = 390,000). GCN5L2 HAT assay, ThioGlo1 CoA-SH fluorescence
Target sequence (Q92830 whole entry, looked up): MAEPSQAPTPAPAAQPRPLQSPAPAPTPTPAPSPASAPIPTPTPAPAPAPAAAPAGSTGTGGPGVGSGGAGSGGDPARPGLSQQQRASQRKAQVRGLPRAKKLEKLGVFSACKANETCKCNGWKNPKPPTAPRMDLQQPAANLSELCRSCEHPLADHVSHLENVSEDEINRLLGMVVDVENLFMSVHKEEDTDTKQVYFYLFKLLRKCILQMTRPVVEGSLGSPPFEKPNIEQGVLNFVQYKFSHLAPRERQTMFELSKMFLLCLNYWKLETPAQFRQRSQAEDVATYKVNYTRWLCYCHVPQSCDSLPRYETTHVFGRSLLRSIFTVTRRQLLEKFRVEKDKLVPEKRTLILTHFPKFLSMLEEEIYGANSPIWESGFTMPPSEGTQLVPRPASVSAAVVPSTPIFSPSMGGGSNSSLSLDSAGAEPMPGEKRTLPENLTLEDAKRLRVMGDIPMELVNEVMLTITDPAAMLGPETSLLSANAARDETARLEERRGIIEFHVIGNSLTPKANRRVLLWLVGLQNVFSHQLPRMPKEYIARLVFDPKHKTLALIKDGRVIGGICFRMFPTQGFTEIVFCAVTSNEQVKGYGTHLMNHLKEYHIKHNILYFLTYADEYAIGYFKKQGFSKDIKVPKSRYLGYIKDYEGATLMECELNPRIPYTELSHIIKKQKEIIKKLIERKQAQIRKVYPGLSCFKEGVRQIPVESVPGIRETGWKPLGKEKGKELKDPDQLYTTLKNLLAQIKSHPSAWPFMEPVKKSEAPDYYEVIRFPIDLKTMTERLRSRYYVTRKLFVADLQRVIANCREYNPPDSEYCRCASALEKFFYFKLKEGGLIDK
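Enzyme at 20nM final was mixed with library compounds for 15 min at room temperature. Peptide H3(1-25) at 75uM, acetyl-CoA at 70uM and ThioGlo1 at 50uM were then added. Plates were read immediately and after 20 min (Ex340nm/Em540nm).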
N370S GC: inhibits or activates N370S mutant glucocerebrosidase; N370S GC spleen homogenate, 4MU-glucoside fluorescence; Potency, µM (top dose mostly 59.4 µM), without a hit: at the highest dose activity change, negative = inhibition, actives largely listed as inhibitors; actives 0.092% (n = 330,000); AID 2101;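 also: 0% = full enzyme activity and -100% = no enzyme basal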
Active calls of the source: *; ? = inconclusive; . = no result given; & = joins results of further samples; [ ] = another dose, or the depositor's remark. Calls follow the shape of the dose curve; as a rule, active = well fitted curve in the direction sought with a large enough effect; inconclusive = small, poorly fitted or top-dose-only effect, or another doubt; inactive = no such curve, though single readings can be large; an effect the other way counts as inactive or inconclusive. Unless noted, % is scaled to controls: 0 for no effect and ±100 for the full control effect; potency is read from the fitted curve at half-maximal effect.

The line under a structure holds: FEN1 inhibitor, KAT2A inh, N370S GC
CCOCc1cnc(C)nc1NCC(=O)c1c(C)[nH]c2ccccc12
    -3%, 0%, 0%
CC(=O)c1ccc(-c2c(C3C4C=CCCC4(C)C(=O)N3Cc3ccccc3)ccc3ccccc23)cc1 (stereo not drawn)
    7%, ., 13%
Cc1ccc(-c2nc(CSc3nc4ccccc4c(=O)n3C)cs2)cc1
    -8%, -8%, 0%
O=C(CSc1nc2ccccc2c(=O)n1-c1ccccc1F)Nc1ccc2c(c1)CCC2
    -15%, -12%, ?
Cc1ccc(OCCSc2nc3ccccc3n2CC(=O)N2CCOCC2)cc1
    14%, -2%, .
COc1cc(C2c3c(oc4ccccc4c3=O)C(=O)N2Cc2ccco2)ccc1O (stereo not drawn)
    1%, -12%, 16%
COC(=O)Nc1ccc([N+](=O)[O-])cc1OC
    -4%, -2%, -3%
O=C(c1ccc2nsnc2c1)N1CCN(c2ccc([N+](=O)[O-])cc2)CC1
    4%, -10%, -3%
Cc1ccccc1NS(=O)(=O)c1ccc(C(=O)N2CCCCCC2)cc1
    2%, -4%, -15%
CC1(C(=O)N2CCN(C(=O)c3ccco3)CC2)CC1(Br)Br (stereo not drawn)
    13%, 6.3µM*, 2%
O=c1cc(CSc2nnc(-c3cccs3)n2Cc2ccccc2)nc2sc3ccccc3n12
    -1%, -12%, 5%
O=C1OCC2=C1C(c1ccc(Cl)cc1)CC(=O)N2c1ccc(F)cc1 (stereo not drawn)
    6%, -2%, -3%
Cc1ccc(CN2CCC(CNC(=O)Nc3ccc(Cl)cc3)C2)cc1 (stereo not drawn)
    -3%, -4%, .
Cc1cc(OCC(=O)Nc2ccc(-c3nc4cc(Cl)ccc4o3)cc2)cc(C)c1Cl
    -12%, -5%, .
O=C(O)/C=C/C(=O)Nc1ccc(OC(F)(F)F)cc1
    17%, -4%, 2%

The listing continues.
The line under a structure holds: FEN1 inhibitor, KAT2A inh, N370S GC
Cc1nonc1NC(=O)CSc1cn[nH]n1
    -11%, -3%, 1%
CCOC(=O)CN1C(=O)N[C@@H](c2ccccc2)[C@H](C(C)=O)[C@H]1C
    -1%, ., -12%[12.8 µM]
CC(=O)NCCOC(=O)c1nn(Cc2ccccc2)c(=O)c2ccccc12
    -3%, -3%, 10%
CC(=O)N1CCCc2cc(S(=O)(=O)N3CCN(c4ccccn4)CC3)ccc21
    5%, -1%, 11%
CN(C)S(=O)(=O)c1cc(NC(=O)CN2C(=O)NC3(CCCc4ccccc43)C2=O)ccc1Cl (stereo not drawn)
    -13%, -8%, 9%
CC1CCc2nn(CC(=O)NCCCN3CCCCC3)cc2C1 (stereo not drawn)
    0%, 14%, -5%
Cc1ccc(OCC(=O)NCC(=O)OCc2cc(=O)n3nc(CC(C)C)sc3n2)cc1
    3%, -9%, .
Cc1ccc(Cl)cc1N1CCN(C(=O)C2CCN(S(=O)(=O)c3c(C)noc3/C=C/c3ccccc3F)CC2)CC1
    17%, -3%, .
O=C(CSc1ncccn1)NCCC1=CCCCC1
    17%, -18%, 2%
C/C(CC(=O)Nc1ccc2c(c1)OCCO2)=N\NC(=O)Cc1ccc(Cl)cc1
    -2%, -3%, -2%
O=C(CSc1nnc(-c2ccncc2)n1Cc1ccccc1)NC1CCCc2ccccc21 (stereo not drawn)
    15%, 1%, 7%
N[C@@](C(=O)O)(c1ccc(P(=O)(O)O)cc1)C1CC1
    ., -11%[0.501 µM], -22%
O=C(Cn1c(=O)n(CCCS(=O)(=O)C2CCCCC2)c(=O)c2ccccc21)Nc1ccc(F)c(Cl)c1
    2%, 0%, .
CCOC(=O)CNC(=O)CSc1nc2nc(C)c(Br)cc2[nH]1
    43%[activator], -3%, -12%
O=C(CCCN1C(=O)/C(=C/c2ccccc2Cl)SC1=S)N1CCCC1
    -2%, -25%, -2%

Following part.
The line under a structure holds: FEN1 inhibitor, KAT2A inh, N370S GC
Cc1ccc(S(=O)(=O)N(C)CC(=O)Nc2ccccc2)cc1
    -3%, 0%, -26%
Cc1c(OC(=O)c2ccc([N+](=O)[O-])cc2)c2c(c[n+]1C)COC(C)(C)OC2
    -7%, 19%, 2%
CCOC(=O)N1CCN(C(=O)c2cn(CCOC)c(=O)c3c2c2ccccc2n3C)CC1
    2%, -9%, 12%
CCN1CCN(C(=O)c2ccc(CS(=O)Cc3ccc(C)cc3)o2)CC1 (stereo not drawn)
    -19%, -2%, -8%
O=C(NCc1cccc(Cl)c1)c1ccc(-c2csnn2)cc1
    14%, -1%, 5%
Cc1ccc(CNC(=O)CCCn2c(=O)[nH]c3ccccc3c2=O)cc1
    -10%, -7%, 2%
CCCCNC(=O)CCn1c(=O)c2ccccc2n(Cc2ccc(F)cc2)c1=O
    1%, -1%, 3%
NC(=O)c1cc[n+](CC2=C(C(=O)O)N3C(=O)[C@@H](NC(=O)C(c4ccccc4)S(=O)(=O)[O-])[C@H]3SC2)cc1 (stereo partly drawn)
    2.2µM*, 0%, -11%
COC(=O)c1ccc(C2Nc3c(C)cccc3-c3cc(C)nn32)cc1 (stereo not drawn)
    -26%, -3%, .
COC(=O)c1ccc2c(c1)N(CC(=O)Nc1ccc(C)cc1Cl)C(=O)c1ccccc1S2
    -4%, 3%, .
COc1ccc2nc(N3C(=O)CC(Cc4ccc(C)cc4)C3=O)sc2c1 (stereo not drawn)
    -14%, 0%, -2%
CC(C)Cn1nc(C(=O)Nc2cccc(C(=O)NC3CC3)c2)c2ccccc2c1=O
    -8%, -1%, .
COc1cccc(CN2CCN(C3CCOCC3)CC2CCO)c1 (stereo not drawn)
    -2%, -3%, -4%
CCN(CC(=O)NCc1ccc(Cl)cc1)C(=O)CSc1ccccc1
    0%, -13%, -1%
O=C(N/N=C/c1ccccn1)c1cc(-c2ccncc2)nc2ccccc12
    -5%, -7%, -21%

The list goes on.
The line under a structure holds: FEN1 inhibitor, KAT2A inh, N370S GC
CCN(c1cc(C)cc(C)c1)S(=O)(=O)c1nnc(NC(=O)c2ccco2)s1
    15%&-7%, -9%&-5%, -5%
CC(Oc1cc2oc(=O)c3c(c2cc1Cl)CCCC3)C(=O)NCCN1CCOCC1 (stereo not drawn)
    -6%, -4%, ?
Cc1ccc(C)c(Cn2c3ccccc3c3cnn(CC(=O)NCc4ccccc4)c(=O)c32)c1
    9%, 0%, .
O=C(CSC(=S)N1CCCC1)NCCc1ccccc1
    -4%, -7%, -3%
O=C(/C=C/c1ccc(Cl)c(Cl)c1)N1CCc2ccccc21
    -1%, -2%, 9%
Cc1cc(Br)ccc1SCC(=O)OCC(=O)NC1CC1
    -15%, -2%, -1%
CCOC(=O)c1cc(NC(=O)c2cccs2)ccc1N1CCOCC1
    -6%, -11%, -5%
Cc1ccc(-n2c(SCC(=O)Nc3ccc4c5c(cccc35)CC4)nc(O)cc2=O)cc1
    -5%, -29%, -1%
S=C1SCN(Cc2ccccn2)CN1Cc1ccco1
    5%, 18%, -4%
CN(C)C(=O)CSc1n[nH]c(-c2ccco2)n1
    3%, 0%, 9%
O=C(O)Cn1c2ccccc2c2n[nH]c(=S)nc21
    3%, -26%, -2%
Cc1ccc(NC2CCCN(C(=O)CSc3ccccn3)C2)cc1C (stereo not drawn)
    -11%, -6%, 8%
NC(=O)N/N=C/c1ccc(-c2ccc(S(=O)(=O)Nc3ncccn3)cc2)o1
    -10%, -4%, 3%
CCOc1ccccc1C(=O)Nc1ccc2c(c1)C(=O)NC2=O
    10%, -5%, 2%
Cc1cc(Nc2ccc(C)c(Br)c2)n2nc(C)nc2n1
    -4%, 0%, 13%

5 compounds out of the list, sorted by length of the SMILES, lowest first.
The line under a structure holds: FEN1 inhibitor, KAT2A inh, N370S GC
CCOC(=O)c1cc(NC(=O)c2cccs2)ccc1N1CCOCC1
    -6%, -11%, -5%
N[C@@](C(=O)O)(c1ccc(P(=O)(O)O)cc1)C1CC1
    ., -11%[0.501 µM], -22%
O=C(CSc1nnc(-c2ccncc2)n1Cc1ccccc1)NC1CCCc2ccccc21 (stereo not drawn)
    15%, 1%, 7%
Cc1cc(OCC(=O)Nc2ccc(-c3nc4cc(Cl)ccc4o3)cc2)cc(C)c1Cl
    -12%, -5%, .
O=C(Cn1c(=O)n(CCCS(=O)(=O)C2CCCCC2)c(=O)c2ccccc21)Nc1ccc(F)c(Cl)c1
    2%, 0%, .

Next compounds.
Structure | FEN1 inhibitor | KAT2A inh | N370S GC
COc1ncc2nc(C)c(=O)n(-c3ccccc3)c2n1 | . | -10% | -13%
O=C(COC(=O)c1ccc2c(c1)C(=O)N(Cc1ccco1)C2=O)NCC(F)(F)F | 5% | 2% | -9%
Cc1ccc(C(=O)Nc2ccc3c(c2)CCC3)cc1S(=O)(=O)N1CCOCC1 | 3% | -20% | -22%
COc1ccc(CCNC(=O)c2cc3c(-c4ccc(OC)c(OC)c4)nn(C)c3s2)cc1OC | ? | -24% | .
CC(NC(=O)NC1CCCCC1)c1ccccc1 (stereo not drawn) | -2% | -2% | 3%
CCN(CC)CCn1c(SCC(=O)Nc2cccc(OC)c2)nc2c(sc3ccccc32)c1=O | -7% | -2% | 9%
COc1ccccc1OCCNC1CCCC1 | -2% | -8% | 4%
O=C(c1ccco1)N1CCN(S(=O)(=O)c2ccc(F)cc2)CC1 | -11% | 3% | 2%
CCOC(=O)c1cnn(-c2ccc(C(=O)Nc3cccc(C(C)=O)c3)cc2)c1N | -1% | 1% | .
Cc1cc2ccccc2c(=O)n1CC(=O)N(C)c1ccc(F)cc1 | 2% | 1% | 3%
COc1cc(OC)c(NC(=O)CCNC(=O)Cn2ccc3ccccc3c2=O)cc1Cl | 0% | -7% | -9%
CCc1ccc2nc(-c3cccc(C)c3)nc(SCC(=O)NCC3CCCO3)c2c1 (stereo not drawn) | 5% | -4% | -5%
COCCNC(=O)C(c1ccc(C)o1)N(C(=O)c1snc(C(N)=O)c1N)c1ccc(C)cc1 (stereo not drawn) | -19% | -14% | 2%
COc1ccc(S(=O)(=O)Nc2cc(Sc3ncn[nH]3)c(O)c3ccccc23)cc1 | 6.3µM* | ? | -9%
O=C(N/N=C/c1ccc(O)c(O)c1)c1ccc(CSc2cccc3cccnc23)cc1 | ? | -7% | -5%
O=C1CCC(=O)N1CC1CC2CCC1C2 (stereo not drawn) | -4% | 3% | 5%
CC(=O)c1cccc(NCC(=O)c2ccc(C)c([N+](=O)[O-])c2)c1 | 40% | -2% | -5%
CCOCCCNC(=O)CN(Cc1ccc(Cl)cc1)S(C)(=O)=O | -10% | 0% | -6%
Cc1cccc(N2CCN(C(=O)c3ccccc3NC(=O)C3CCCCC3C(=O)O)CC2)c1 (stereo not drawn) | -11% | 0% | 3%
OCCCc1ccc(O)c(O)c1 | 0% | -2% | 5%
COc1ccc(NC(=O)Cc2noc3ccc(C)cc23)cc1Cl | -6% | -11% | .
Cc1ccnc(OC(C(=O)O)C(OCc2ccccc2)(c2ccc(F)cc2)c2ccc(F)cc2)n1 (stereo not drawn) | 7% | -3% | 2%
S=C(Nc1ccc(Br)cc1)NC1CCCC1 | -3% | 2% | -5%
COc1cc(SC)ccc1C(=O)OC(C)C(=O)Nc1ccc(NC(C)=O)cc1 (stereo not drawn) | 2% | -2% | -15%
Oc1ccc(/C=C/c2nc(-c3ccccc3O)n(-c3ccccc3)n2)c(O)c1 | -9% | -16% | .

Other compounds:
Structure | FEN1 inhibitor | KAT2A inh | N370S GC
COc1ccc(N(C(=O)COc2ccccc2)C2C=CS(=O)(=O)C2)c(OC)c1 (stereo not drawn) | -3% | -3% | 18%
O=C(NN=Cc1c(F)cccc1F)c1ccccc1NS(=O)(=O)c1cccs1 | -1% | -2% | .
CC1CC(C)CN(C(=O)COC(=O)c2ccc3ncsc3c2)C1 (stereo not drawn) | 24% | 0% | .
CCc1cccc(NC(=O)CCn2nc(C)cc2C)c1 | -1% | -6% | .
COc1ccccc1CNC(=O)C1CCN(S(=O)(=O)c2ccc3c(ccn3C)c2)CC1 | 20% | 5% | .
COc1ccc(C(=O)NCC(=O)OCC(=O)N2CCC(C)CC2)cc1OC | 3% | -13% | -5%
COc1ccccc1CNC(=O)C1CCN(S(=O)(=O)c2ccc3c(c2)OCCCO3)CC1 | -3% | 7% | -2%
CCCOc1ccc(C(=O)Nc2cc(-c3nn4c(C)nnc4s3)ccc2C)cc1 | -5% | -6% | 7%
COc1cc(C2CC(=O)N3CN(Cc4ccccc4)CSC3=C2C#N)ccc1OCc1ccccc1 (stereo not drawn) | ? | ? | -4%
CC(C)CCNC(=O)c1ccc(-n2cnc3cccnc32)cc1 | 9% | 2% | -7%
Cc1cccc(CSc2nnc(CCCCCN)o2)c1 | 11% | -7% | .
COc1ccc(CSc2nc3ccncc3n2CC(=O)Nc2cc(C)cc(C)c2)cc1 | 8% | -1% | .
CCOc1ccc(C(=O)OCC(=O)NC2CCCCCCC2)cc1 | 5% | 0% | .
OCC[C@@H]1C[C@@H](O)[C@H](O)[C@@]2(Cc3ccccc3CO2)O1 | 9% | 4% | -3%
COCCN(CC(=O)Nc1cc(Cl)ccc1-n1cncn1)Cc1nc2ccccc2c(=O)[nH]1 | -2% | 1% | .
O=C(Nc1ccccc1N1CCN(C(=O)c2ccccc2)CC1)c1ccc(Br)o1 | -3% | -9% | 0%
